RXFP1 antag – RXFP1 (human) relaxin receptor antagonism. HEK293-RXFP1, relaxin-stimulated cAMP HTRF, 30 min; active compounds read low. Q9HBX9. activity change, negative = inhibition, % at 57.5 µM. hit rate 0.59% among 350,000;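 active = activity change of -60% or lower, but not beyond a set lower limit; inconclusive = change between -60% and -40%, or beyond the set limit; inactive = change above -40%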; note: % is set by controls: 0 for no effect and ±100 for the full control effect
APEX1 inh – APE1 (human) endonuclease inhibition. Potency, µM (titrated, usually from 65.8 µM), for the others: top-dose activity change, negative = inhibition, actives largely listed as inhibitors. hit rate 0.35% among 350,000. P27695. recombinant APE1, TAMRA/BHQ-2 abasic DNA cleavage fluorescence;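 note: potency is the fitted concentration of half-maximal effect; plate controls were vehicle for no effect and reference inhibitor for full effect; nearly all actives have a fitted effect of over 55% in size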
Target sequence (P27695 whole entry, looked up): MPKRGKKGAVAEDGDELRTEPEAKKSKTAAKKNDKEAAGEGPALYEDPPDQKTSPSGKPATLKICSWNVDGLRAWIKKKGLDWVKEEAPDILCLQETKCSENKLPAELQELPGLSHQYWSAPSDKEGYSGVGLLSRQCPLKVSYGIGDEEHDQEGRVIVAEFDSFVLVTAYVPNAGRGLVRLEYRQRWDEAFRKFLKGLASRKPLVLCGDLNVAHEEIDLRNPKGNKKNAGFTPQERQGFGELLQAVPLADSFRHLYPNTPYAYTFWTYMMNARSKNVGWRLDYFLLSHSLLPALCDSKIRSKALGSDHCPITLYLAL
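0.75 nM APE1 + cpd, 15 min RT; start w/ 50 nM TAMRA/BHQ-2 THF-abasic dsDNA; kinetic fluor 525/598 nm ×3 reads @60 s; Δ(read3−read1); normalized to DMSO and NSC13755 control wells.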
Anesthetic bind – binds horse apoferritin like a general anesthetic | P02791 | apoferritin/1-aminoanthracene competitive binding, fluorescence | Potency, µM (doses to about 77.5 µM), for the others: at the top dose activity change, negative = displacement, most hits filed as inhibitors | hit rate 0.074% among 350,000 | AID 485281; note: potency is the fitted concentration of half-maximal effect; % is set by controls: 0 for no effect and ±100 for the full control effect; nearly all actives have a fitted effect of over 20% in size
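In PBS, apoferritin at 10 uM is loaded with 1-AMA from a 50% saturated solution. After 10 min of compound exposure at ambient temperature, reduced 535 nm fluorescence indicates probe displacement.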
Pol iota inh – blocks human DNA polymerase iota activity | Q9UNA4 | Pol iota fluorescent replication assay, 10 min | Potency, µM (titrated, usually from 115 µM), for the others: at the top dose activity, negative = inhibition, usual class: inhibitors | hit rate 1% among 390,000 | AID 588590; note: potency is the fitted concentration of half-maximal effect
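Fluorescent replication assay read twice, at 0 min and 10 min after adding 50 nM (final) substrate. Enzyme (10 nM) and compounds were first incubated 15 min at room temperature; enzyme-free buffer wells were negative controls.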
BLM helicase inh – inhibitors of human Bloom syndrome helicase BLM; AID 2528; hit rate 0.2% among 350,000; Potency, µM (doses to about 56.1 µM), without a hit: at the top dose activity change, negative = inhibition, most hits filed as inhibitors; recombinant BLM DNA unwinding, fluorescence dequenching; P54132;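 note: potency is the fitted concentration of half-maximal effect; plate controls were vehicle for no effect and no enzyme for full effect; nearly all actives have a fitted effect of over 35% in size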
POLH inh – DNA polymerase eta (human) inhibition; recombinant Pol eta, fluorescent DNA replication assay; hit rate 1.2% among 390,000; Q9Y253; Potency, µM (highest dose often 114 µM), inactives show at the top dose activity change, negative = inhibition, hits mostly inhibitors; note: potency is the fitted concentration of half-maximal effect; % is set by controls: 0 for no effect and ±100 for the full control effect
Target sequence (Q9Y253 whole entry, looked up): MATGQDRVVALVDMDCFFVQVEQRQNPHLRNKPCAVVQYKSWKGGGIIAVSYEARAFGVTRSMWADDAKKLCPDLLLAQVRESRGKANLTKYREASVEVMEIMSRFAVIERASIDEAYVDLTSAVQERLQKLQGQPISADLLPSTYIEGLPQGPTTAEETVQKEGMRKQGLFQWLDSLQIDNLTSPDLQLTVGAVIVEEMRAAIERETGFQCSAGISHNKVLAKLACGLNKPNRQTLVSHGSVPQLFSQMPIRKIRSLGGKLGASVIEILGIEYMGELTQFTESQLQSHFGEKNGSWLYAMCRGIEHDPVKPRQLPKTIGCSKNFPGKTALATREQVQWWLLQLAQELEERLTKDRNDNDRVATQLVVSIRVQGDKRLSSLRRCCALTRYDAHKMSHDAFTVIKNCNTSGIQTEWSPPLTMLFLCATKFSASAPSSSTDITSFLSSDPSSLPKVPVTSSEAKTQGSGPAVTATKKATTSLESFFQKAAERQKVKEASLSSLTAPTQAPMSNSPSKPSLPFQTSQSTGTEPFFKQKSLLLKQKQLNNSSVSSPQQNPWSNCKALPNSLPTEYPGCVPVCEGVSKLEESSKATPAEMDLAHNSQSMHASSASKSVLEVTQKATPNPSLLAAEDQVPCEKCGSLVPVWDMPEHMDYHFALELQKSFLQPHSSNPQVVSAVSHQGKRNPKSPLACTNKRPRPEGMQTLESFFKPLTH
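Fluorescent replication assay: 50 nM final substrate added after a 15 min room-temperature compound preincubation with 10 nM enzyme. Signal taken at 0 min and again at 10 min.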
Pol beta inh – inhibitors of human DNA polymerase beta | P06746 | Pol beta primer extension/strand displacement, fluorescence kinetic | Potency, µM (doses to about 114 µM), for inactives: at the top dose activity change, negative = inhibition, hits mostly inhibitors | hit rate 1.3% among 340,000 | AID 485314; note: potency is the fitted concentration of half-maximal effect; % is set by controls: 0 for no effect and ±100 for the full control effect
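Kinetic readout of DNA synthesis with strand displacement by Pol beta. Compound and 10 nM enzyme sit 15 min at room temperature; 50 nM substrate starts the reaction, read immediately and at 10 min.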
PGK inhibitor – inhibitors of T. brucei phosphoglycerate kinase | P07378 | PGK/GAPDH coupled, Kinase-Glo luminescence, 60 min | Potency, µM (top dose mostly 57.5 µM), inactives show at the highest dose activity change, negative = inhibition, most hits filed as inhibitors | hit rate 0.043% among 380,000; note: potency is the fitted concentration of half-maximal effect; % is set by controls: 0 for no effect and ±100 for the full control effect; nearly all actives have a fitted effect of over 60% in size
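Recombinant glycosomal PGK reaction used 1,3-bisphosphoglycerate generated in-well by GAPDH (100nM final) in 100mM TEA pH 7.6, 5mM MgCl2, 0.01% Tween-20. After 60 minutes at room temperature, ATP was read by Kinase-Glo Plus luminescence end-point.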
POLK inh – blocks human DNA polymerase kappa activity; purified Pol kappa, fluorescent DNA synthesis assay, 10 min; Potency, µM (top dose mostly 107 µM), for inactives: top-dose activity, negative = inhibition, usual class: inhibitors; hit rate 0.53% among 400,000; note: potency is the fitted concentration of half-maximal effect; % is set by controls: 0 for no effect and ±100 for the full control effect
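Kinetic fluorescence screen: compound preincubated 15 min RT with 10 nM enzyme; 50 nM substrate (final) initiates; reads at 0/10 min.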
Active calls of the source: *; i = inactive; u = inconclusive; x = no result given; & = joins results of further samples; [ ] = dose if it differs, or a comment. Unless noted, calls come from the whole dose curve; as a rule, active = well fitted curve in the direction sought with a large enough effect; inconclusive = small, poorly fitted or top-dose-only effect, or another doubt; inactive = no such curve, though single readings can be large; an effect the other way counts as inactive or inconclusive.

SMILES | RXFP1 antag | APEX1 inh | Anesthetic bind | Pol iota inh | BLM helicase inh | POLH inh | Pol beta inh | PGK inhibitor | POLK inh
CCC(C)NC(=O)Nc1ccc(Br)cc1 (stereo not drawn) | -4 | 0% | -7% | 14% | 1% | -20% | -1% | i | 1%
CCC1CCCCN1CCCNC(=O)c1cc2c(Cl)nc3ccc(C)cc3c2s1 (stereo not drawn) | -23 | x | -8% | -11% | 197%[activator] | 8% | -11% | -2% | 9%
CCC(C)NC(=O)N[C@@H](CCSC)C(=O)OC (stereo partly drawn) | -3 | 13% | -3% | 26% | 0% | -13% | 31% | -2% | 0%
CC(C)OC(=O)c1ccccc1C(=O)c1ccc(N)c([N+](=O)[O-])c1 | 3 | -4% | -15% | 78%[activator] | -2% | -24% | 0% | 7% | -8%
O=C(NCc1ccccc1Cl)C1CCN(S(=O)(=O)c2cccc3nonc23)CC1 | 9 | 36% | -4% | u | -7% | -13% | u | -8% | -3%
C[C@H](NC(=O)c1ccco1)C(=O)NCc1cccs1 | 5 | 4% | x | 31% | x | -14% | x | 0% | -3%
O=C(OCc1ccc(F)cc1)c1cc2ccccc2cc1O | 0 | 1% | -9% | 14% | -2% | -22% | 13% | 0% | -2%
COc1ccc(N2CCN(CCNC(=O)Nc3ccc(Cl)cc3)CC2)cc1 | 20 | -4% | 4% | 5%[58.9 µM] | 1% | -14% | 0% | 0% | -11%
Cc1cc(-c2ccccc2)nc(Oc2ccc(C(C)(C)C)cc2)c1S(C)(=O)=O | 1 | 0% | -21% | 5% | -15% | u | -21% | 10% | -16%
COc1ccc(N2CCN(CCCn3c(=S)[nH]c4ncccc4c3=O)CC2)cc1 | 6 | 2% | -8% | 28% | 1% | -5% | 5% | -6% | 1%
Cc1cccc(NC(=S)NC2CCCC2)n1 | -4 | 7% | -19% | -3% | -2% | -15% | 0% | i | -10%
COC(=O)COc1cccc2c(=O)n(CC(=O)NCc3ccccc3)ccc12 | -11 | -1% | 2% | 12% | -7% | -17% | 15% | -1% | -1%
CCS(=O)(=O)N1Cc2ccccc2CC1C(=O)Nc1nnc(SCc2ccc(C#N)cc2)s1 (stereo not drawn) | 18 | 4% | -15% | u | -29% | u | 10µM* | -6% | u
O=C(NCCc1ccc(Cl)cc1)c1ncn[nH]1 | 1 | -2% | -20% | 15% | -1% | 11% | -6% | -1% | -3%
NS(=O)(=O)c1ccc(NC(=O)CSC2CCCCC2)cc1 | -7 | -3% | u | 4% | -3% | -8% | 16% | -7% | -3%
CCCCCOC(=O)C1[C@H]2C(=O)N(Cc3cccs3)C[C@]23C=C[C@H]1O3 (stereo partly drawn) | 7 | 3% | u | 29% | 1% | 5% | 0% | -2% | -2%
COc1ccc(N2C(=O)CN=C2Nc2nc(C)cc(C)n2)cc1 | 8 | 5% | -9% | 33%[activator] | 2% | -14% | 41% | 2% | -3%
C=CCN1C(=O)NC2(CCCCC2)C1=O | -6 | -5% | -19% | -5% | -1% | -20% | 40%[activator] | i | -9%
Cc1ccccc1Nc1c(-c2ccc(N3CCOCC3)cc2)nc2cnccn12 | 16 | -2% | -3% | 6% | -1% | -27% | 23% | -4% | 13%
CCOC(=O)CCC(NC(=O)c1ccc(NCN2C(=O)c3ccccc3C2=O)cc1)C(=O)OCC (stereo not drawn) | -3 | -2% | -13% | 0% | -5% | -9% | 8% | -3% | -9%

Pulled by compound from the entries so far (2):
SMILES | RXFP1 antag | APEX1 inh | Anesthetic bind | Pol iota inh | BLM helicase inh | POLH inh | Pol beta inh | PGK inhibitor | POLK inh
COc1ccc(N2CCN(CCNC(=O)Nc3ccc(Cl)cc3)CC2)cc1 | 20 | -4% | 4% | 5%[58.9 µM] | 1% | -14% | 0% | 0% | -11%
C[C@H](NC(=O)c1ccco1)C(=O)NCc1cccs1 | 5 | 4% | x | 31% | x | -14% | x | 0% | -3%

Further results
SMILES | RXFP1 antag | APEX1 inh | Anesthetic bind | Pol iota inh | BLM helicase inh | POLH inh | Pol beta inh | PGK inhibitor | POLK inh
Cc1cccc(C)c1NC(=O)CSc1nnc(-c2ccccc2)n1Cc1ccc2c(c1)OCO2 | -6 | -2% | -7% | 17% | -3% | 0% | 3% | -7% | -4%
O=C(Sc1ccc(Cl)cc1)c1ccccn1 | -4 | x | x | u | x | 5% | x | 2% | 0%
COc1ccc(CCN2CN(S(=O)(=O)c3ccccc3)c3nc4ccccc4nc32)cc1OC | 2 | -2% | -11% | 11% | 1% | -17% | u | -1% | -15%
Cc1oc(C(=O)O)cc1COc1ccccc1Cl | -4 | 12% | -6% | 6% | -1% | 8% | 11% | -2% | -7%
COc1ccc(NC(=O)CC2C(=O)N(c3ccc(OC)cc3)C(=O)N2CCc2cccs2)cc1 (stereo not drawn) | x | u | -5% | 9% | -3% | -22% | -15% | -9% | -5%
N#Cc1c(Sc2ncc(C(F)(F)F)cc2Cl)nsc1C/C=N\OCc1c(F)cccc1Cl | u | -3% | u | u | -5% | 6% | 7% | -1% | -6%
Cc1cc(N2C(=O)C3C4CCC(C4)C3C2=O)no1 (stereo not drawn) | 15 | 0% | u | -13% | -3% | 1% | 88% | -4% | -1%
CCOC(=O)c1c(C)oc2nc(C)nc(N3CCN(c4cccc(C)c4C)CC3)c12 | 1 | x | -5% | 19% | -1% | -28% | 2% | -1% | -2%
Cc1cc(C)c(-c2c(N)cc(Br)cc2Br)c(N)c1 | u | x | x | 20% | x | u | x | 0% | 1%
CS(=O)(=O)N1CCC(C(=O)Nc2ccc(OCc3ccccc3)cc2)CC1 | 4 | 2% | -1% | -18% | -4% | 9% | -2% | x | -8%
Cc1cc(OCCn2cc(C(=O)c3ccco3)c3ccccc32)ccc1Cl | -21 | x | -3% | u | -9% | -17% | -4% | -9% | -15%
Cc1ccccc1CNC(=O)CCNS(=O)(=O)c1ccc(OC(F)(F)F)cc1 | -2 | 3% | x | 28% | x | -5% | x | -14% | -11%
Cc1ccsc1/C=N/NC(=O)CNC(=O)c1ccc(S(=O)(=O)N2CCOCC2)cc1 | 9 | 0% | -17% | 21% | -1% | -4% | 59% | -6% | -4%
CO/N=C/C(C#N)=C/c1cc(C(=O)c2ccccc2)cn1C | 1 | -4% | -23% | 15% | -28% | -8% | 1% | 0% | 1%
COc1cccc(-n2c(-c3ccccc3)c[nH]c2=S)c1 | -79* | 28% | -16% | -15% | 1% | -5% | 2% | 1% | -11%
COc1ccccc1CNC(=O)c1cccn1-c1nnc(N2CCCCC2)s1 | -10 | x | -21% | -6% | -7% | -7% | 7% | 3% | 6%
CCOC(=O)CC1CCCCN1Cc1cn[nH]c1-c1ccc(F)cc1F (stereo not drawn) | 2 | 5% | -8% | -16% | -2% | -8% | -2% | -6% | -16%
CC(N)(C(=O)O)c1ccc(C(=O)O)cc1 (stereo not drawn) | x | u | x | -1%[58.9 µM] | x | 1%[57.1 µM] | 14%[57.1 µM] | x | -6%[60.1 µM]
CCOC(=O)CC1C(=O)NCCN1C(=O)c1c(F)cccc1F (stereo not drawn) | -1 | 3% | -15% | 7% | -4% | 10% | 19% | 5% | -1%
COc1ccc(C(=O)Nc2ccc(Nc3ccccc3)cc2)cc1[N+](=O)[O-] | 3 | -9% | u | -2% | -15% | -13% | 5% | i | -13%
C[C@H]1CCCC(=O)CCC/C=C/c2c(O)cc(O)cc2C(=O)O1 | x | -4% | -13% | x | -4% | x | x | x | -3%[60.1 µM]
COc1ccc(-n2c3c(cc(-c4nc(-c5ccc(C)cc5)cs4)c2=O)C(=O)CC(C)(C)C3)cc1 | -6 | x | 0% | 7% | -6% | -11% | u | i | -5%
Cc1ccc(/C=N/NC(=O)CSc2nc3ccccc3o2)cc1 | -28 | 4% | u | u | -8% | u | 45µM* | -3% | -6%
CC1(C)NC(=O)N(CCCCOc2ccc(Cl)cc2C=O)C1=O | -10 | 3% | -11% | -20% | -5% | -6% | 25% | -5% | 5%
COc1cc(O)c2c(c1)oc(=O)c1c3cc(O)c(O)cc3oc21 | x | 1.8µM* | 71%&28%[activator] | x | 13µM* | x | x | x | 0.75µM*
COc1ccc(CNC(=O)CN(Cc2ccc(C)cc2)C(=O)c2csnn2)cc1 | -2 | 75%[activator] | -4% | 139%[activator] | -3% | -18% | -9% | i | 8%
COc1ccc(-c2noc(CSc3nc4ccccc4[nH]3)n2)cc1 | x | x | 10% | -22% | 2% | -11% | -6% | -9% | 0%
O=C(NCCC1CCCCN1S(=O)(=O)c1ccc(F)cc1)C(=O)Nc1ccccc1F (stereo not drawn) | 17 | -4% | x | 11% | x | -22% | x | -5% | 6%
CCN(C(=O)c1cccc(Br)c1)C1CCS(=O)(=O)C1 (stereo not drawn) | 12 | -8% | x | 28% | x | -3% | x | 0% | -1%
CC(C)c1ccccc1NC(=S)NCC1(N(C)C)CCCCC1 | -1 | 28% | -11% | 5% | -1% | -6% | 7% | -7% | -1%
C#CCNC(=O)C1=C[C@H](c2ccc3c(c2)OCO3)C[C@H](OCc2ccc(CO)cc2)O1 | x | -6% | -7% | 34%[activator] | -10% | -7% | 1% | i | 10%
Fc1ccc(N=c2ssnc2Cl)c(F)c1 | -4 | 1% | -15% | u | -1% | -17% | -4% | i | -4%
CCN(CC(=O)Nc1ccc(NC(C)=O)cc1)C(=O)c1ccc(S(=O)(=O)N2CCCC2)cc1 | 0 | x | x | 6% | x | -15% | x | 0% | -11%
Cc1nnc(SCC(=O)c2cc(C)n(-c3ccc4c(c3)OCO4)c2C)s1 | 0 | -2% | u | -11% | -6% | -12% | 0% | -3% | -8%[60.1 µM]
S=c1[nH]nc(-c2cccnc2)n1/N=C/c1ccc(Br)s1 | -4 | -9% | -7% | 183%[activator] | -7% | -11% | -28% | -8% | -5%

Some of the compounds tested (hit frequency here may not be typical).
